Screens as filed in PubChem BioAssay.
All columns: NCI-60 one-dose screen, growth in % after 48 h at 10 µM unless noted; 100 = growth as untreated, 0 = no growth, -100 = all killed.
NCI-H23: NCI-H23 lung cancer. 80,000 compounds, 4% hits. AID 1794731
NCI-H522: NCI-H522 lung cancer | AID 1794739 | 78,000 compounds, 8% hits
HT29: HT29 colon cancer; 81,000 compounds, 7.4% hits
NCI-H226: NCI-H226 lung cancer; 79,000 compounds, 3.5% hits
NCI-H322M: NCI-H322M lung cancer. 80,000 compounds, 2.7% hits. AID 1794733
RXF 393: RXF 393 renal cancer cells | 77,000 compounds, 6.9% hits
COLO 205: COLO 205 colon cancer; 79,000 compounds, 7.3% hits
A498: A498 renal cancer cells. 76,000 compounds, 5.4% hits. AID 1794774
NCI-H460: NCI-H460 lung cancer | 82,000 compounds, 6.8% hits
Numbers without * were called inactive; · = not tested or not shown; & = joins results of further samples; ! = a repeat was not active; [ ] = another dose, or the depositor's remark. Rule for the calls: active = growth percent below 10; inactive = the rest. No enrichment for hits; any-hit rate near 12%.

SMILES	NCI-H23	NCI-H522	HT29	NCI-H226	NCI-H322M	RXF 393	COLO 205	A498	NCI-H460
CC1CCCc2sc3nc(NNC(=O)c4cnccn4)n(-c4ccccc4)c(=O)c3c21 (stereo unspecified)	20&24	6.5*	26&22	-5.3*	6.5*!	-16*!	-2.8*	28	-47*
COc1cccc(/C=c2\sc3ncnn3c2=O)c1OC(C)=O	98	76	94	114	85	114	99	105	101
CC(C)c1ccc(C(=O)OC2CCCC2)cc1	100	103	113	·	99	118	103	117	105
c1ccc(-c2nc3cnccn3c2NCCN2CCOCC2)cc1	94	85	95	97	98	105	·	92	97
COc1ncnc2c(C#CCO)cn(COCc3ccccc3)c12	101	68	88	97	98	102	102	70	95
CC(=O)N1N=C(c2ccc(OCC(=O)c3ccc(C)cc3)cc2)CC1c1ccc(F)cc1 (stereo unspecified)	75	59	89	75	94	97	82	98	90
CCOC(=O)c1cc(-c2ccncc2)nc2c(Cl)cc(Cl)cc12	89	83	78	91	112	95	99	60	106
COc1cc(-c2cc(C(=O)Nc3nc4ccccc4s3)nc3cc(-c4ccccc4)nn23)cc(OC)c1OC	49	19	17	70	91	67	·	127	79
C[N+](C)(C)CN1C(=O)c2ccccc2C1=O	105	91	100	112	·	105	104	98	105
O=C1c2ccccc2C(=O)c2c1ccc1[nH]c(-c3cccs3)nc21	84	79	107	92	61	81	103	97	74
COc1cccc(-c2cc(=O)c3cc(Cl)cc(N[C@@H](C)c4ccccc4)c3o2)c1N	100	96	83	·	88	104	·	92	100
O=c1cc(COc2ccc(N=Cc3ccccn3)cc2)c2cc(Cl)ccc2o1	92	88	102	92	86	114	112	105	102
S=C(c1ccccc1)N1CCN(c2ccccc2)CC1	81	66	102	93	105	95	101	87	104
O=C1OC(=O)c2ccc3c4ccc5c6c(ccc(c7ccc1c2c73)c64)C(=O)OC5=O	101	95	95	101	111	114	101	95	100
COc1ccc(C2=NN(c3ccccc3)C(c3ccc(OCc4ccccc4)c(OC)c3)C2)cc1OC (stereo unspecified)	107	85	87	124	103	86	94	118	104
C[C@]12CC[C@@H]3c4ccc(OCCCO)c([N+](=O)[O-])c4CC[C@H]3[C@@H]1CCC2=O	95	·	90	91	102	96	120	92	97
CCOC(=O)c1ccc2c(c1)[n+](=O)c(C(=O)c1ccccc1)c(C)n2[O-]	100	90	113	111	92	88	115	127	99
Cc1c2c(nn1C)CN(C(=O)Nc1nc(-c3cccnc3)ccc1N)C2	90	85	91	117	91	102	118	84	112
O=[N+]([O-])c1ccc2c(c1)N1C(=NS(=O)(=O)c3cnccc31)O2	106	110	106	108	115	106	141	103	147
COc1ccc(Sc2nc(NC3CCCC3)nc(Sc3ccc(OC)cc3)n2)cc1	80	79	74	52	96	51	90	79	76
CCCCCCCCCCCCCCCCCC(O)(CC)CC	99	97	111	94	105	105	107	96	106
CCOC(=O)c1sc2ccc(NCc3cnc[nH]3)cc2c1NC(=O)c1ccccc1	96	91	113	86	99	93	121	95	105
O=C(C(Cl)Cl)N(Cc1ccccc1)Cc1ccccc1	92	97	96	96	88	99	109	96	102
FC(F)(F)c1ccc(-c2nc(CSc3nc4ccccc4s3)no2)cc1	99	97	93	93	105	122	102	130	107

Look-ups from the list.
C[C@]12CC[C@@H]3c4ccc(OCCCO)c([N+](=O)[O-])c4CC[C@H]3[C@@H]1CCC2=O in A498 = 92
O=C(C(Cl)Cl)N(Cc1ccccc1)Cc1ccccc1 in HT29 = 96
CCOC(=O)c1sc2ccc(NCc3cnc[nH]3)cc2c1NC(=O)c1ccccc1 in NCI-H322M = 99
CC(C)c1ccc(C(=O)OC2CCCC2)cc1 in RXF 393 = 118

Further records
SMILES	NCI-H23	NCI-H522	HT29	NCI-H226	NCI-H322M	RXF 393	COLO 205	A498	NCI-H460
Oc1c2ccccc2cc2ccccc12	95	91	91	106	98	105	111	103	107
COc1cc(C(=O)Nc2nn(C)c3nc4cc(C)ccc4cc23)cc(OC)c1OC	101	74	110	91	76	67	105	67	95
N#Cc1nc(-c2ccccc2)oc1N1CCN(c2ccc(F)cc2)CC1	·	98	101	112	96	120	111	46	105
Cc1ccc(S(=O)(=O)OCCOCCOS(=O)(=O)c2ccc(C)cc2)cc1	102	84	106	87	95	104	109	103	102
CCOC(=O)CSCC(C)C(=O)OC (stereo unspecified)	98	101	100	93	105	98	112	81	107
COC(=O)C(C)CN1CCOCC1 (stereo unspecified)	97	97	109	97	99	103	106	·	110
Cc1nn(-c2ccccc2)c(Cl)c1C(CC(=O)c1ccc(Cl)cc1)CC(=O)c1ccc(Cl)cc1	87	72	77	89	99	92	98	67	90
Cc1ccc(-c2nc3ccc(Cl)cc3c3nncn23)cc1	88	40	67	66	71	90	72	54	51
N#Cc1ccc(C(=O)CSc2nccc(Nc3ccc(S(=O)(=O)Nc4ncccn4)cc3)n2)cc1	97	94	109	103	·	101	110	100	104
COc1ccc(/C=C\c2cc(OC)c(OC)c(OC)c2)cc1OC(=O)c1cccc(Cn2cc(CCOC(=O)c3cccc(Cn4nnc5c4C(=O)c4ccccc4C5=O)c3)nn2)c1	33	6.1*	12	58	50	16	-25*	-4.1*	5.4*
O=C(CN1CCCC1)Nc1nc(-c2cc3ccccc3oc2=O)cs1	120	97	101	93	100	102	126	100	106
O=C(O)c1[nH]c(=O)[nH]c(=O)c1[N+](=O)[O-]	109	138	129	108	119	113	112	118	115
CCc1cc2c(cc1Cl)nc1c(=O)[nH]c(=O)nc-1n2CCOCC(C)C	68	56	24	39	55	81	21	76	49
C#COc1cccc(Nc2c(C#N)cnc3ncc(NC(=O)C=C)cc23)c1	103[6.25 µM]	83[6.25 µM]	92[6.25 µM]	98[6.25 µM]	91[6.25 µM]	96[6.25 µM]	93[6.25 µM]	99[6.25 µM]	115[6.25 µM]
Cn1ncc2c(=S)[nH]c(=S)[nH]c21	102	88	103	87	107	112	109	84	102
O[Si](c1ccccc1)(c1ccccc1)c1ccccc1	88	93	100	104	120	107	96	96	92
COc1c(Br)c(Br)c(Br)c(OC)c1OC	101	100	103	110	113	126	115	111	114
Nc1cccc(OCC(=O)O)c1	102	106	118	108	139	114	114	113	118
CCCOC(=O)c1cccc(C)c1	88	94	105	104	93	103	102	98	103
C#CCOc1ccccc1C(OC(=O)c1cccc(Cl)c1)C(=O)NC(C)(C)C(C)(C)C (stereo unspecified)	71	67	57	75	90	76	72	98	88
CNc1ncnc2c1cnn2C1CCCCO1 (stereo unspecified)	108	86	102	100	128	108	107	102	106
CCOC(=O)/C(=C/CC/C(C)=C/CC/C(C)=C/CCc1ccoc1)CC(=O)N1CCCCC1	66	·	55	73	-92*	78	1.9*	-20*	-56*
C1C[S+]2CC[S+]1CC2	98	98	99	98	111	106	116	105	101
CCCC(NC(=O)OC(C)(C)C)C(=O)O (stereo unspecified)	96	99	111	97	79	·	102	98	108
CCOC(=O)CNC(=O)Cn1c(=O)[nH]c2ccccc2c1=O	104	99	106	98	100	113	124	130	107
c1ccc(CCc2ccncc2)cc1	108	·	102	96	94	·	121	177	104
CNC(=O)c1ccccc1	98	80	93	93	99	107	120	82	102
COC1/C=C/OC2(C)Oc3c(C)c(O)c4c(O)c(c(C=NOC(c5ccccc5)c5ccccc5)c(O)c4c3C2=O)NC(=O)/C(C)=C/C=C/C(C)C(O)C(C)C(O)C(C)C(OC(C)=O)C1C (stereo unspecified)	22	13	-12*	20	47	-3.9*	-88*	59	2.8*
O=C(Nc1cccc(N2C(=O)CSC2=S)c1)C(Cl)Cl	·	92	112	101	97	108	118	91	104
O=c1c2sc3ncccc3c2n(CCCCl)c2c(-c3ccccc3)nnn12	109	93	107	101	98	116	107	134	114
C=C(C)[C@@H]1CC[C@]2(C)[C@H](CC=C3[C@@H]4[C@@H](C)[C@H](C)CC[C@]4(C=NCCCNCCCCNCCCN)CC[C@]32C)[C@@]1(C)CCCN	92	108	83	98	95	99	108	101	100
COCC(=O)c1nnnn1CC(=O)c1ccc(F)cc1F	93	99	98	101	·	110	119	95	98
Cc1cc(C)n2c(=O)[nH]nc2c1	103	108	113	109	106	120	107	110	115
NC(N)=NC(N)=NCCCCc1ccccc1	93	89	85	93	92	89	113	106	100
CCOC(=O)COc1ccc(C(CC)C(CC)c2ccc(OCC(=O)OCC)cc2)cc1 (stereo unspecified)	101&109	81&108	90&113	91&104	99	114&121	104&100	113&82	106&103
NCCNC(=O)c1cccc(COc2ccccc2NC(=O)c2cc(Br)c(Br)[nH]2)c1	84	93	101	95	100	93	110	81	99
O=c1cc(NNC(=S)NCc2ccccc2)c2cc(Cl)ccc2[nH]1	95	94	104	90	94	107	92	122	105
O=c1ccc(-c2ccc(F)cc2F)nn1Cc1nc2ncccc2o1	109	·	114	·	109	108	114	99	106
COc1ccccc1C(=O)Nc1cccc2c1C(=O)C(=O)C=C2	86	·	63	100	112	62	72	38	103
Cc1cc(C#Cc2ccc(C(C)(C)C)cc2)ccc1-n1c(/C=C/c2ccc3c(c2)OCO3)nc2ccccc2c1=O	98	87	97	109	88	101	109	103	103
Cc1ccc(/C=C\C(=O)c2ccccc2)cc1	94	74	64	108	97	108	110	91	103
COc1cccc2cc3c(nc12)CC(C(F)(F)F)CC3=O (stereo unspecified)	103	104	109	103	98	125	112	109	106
Cc1ccc2c(N)c(C(=O)Nc3ccc(B(O)O)cc3)sc2n1	53	87	61	59	98	72	77	166	68
Cc1c(-c2ccccc2)oc2c(C(=O)OCCN3CCCCC3)cccc2c1=O	98	104	102	102	129	119	104	83	112
O=C(N/N=C/c1ccc(B(O)O)s1)c1[nH]c2ccc(Br)cc2c1-c1ccccc1	-95*	-83*	-63*	-45*	-79*	-94*	-82*	-88*	-76*
O=C(NCc1ccccc1C(F)(F)F)C1CSC2c3ccccc3C(=O)N12 (stereo unspecified)	105	78	92	95	103	115	·	98	·
CC1(C)CC[C@]2(CO)CC[C@]3(C)[C@H](CC[C@@H]4[C@@]5(C)CCCNC(C)(C)[C@@H]5CC[C@]43C)[C@H]2[C@H]1O	88	92	18	103	94	92	0.6*	93	12
O=C(Cn1cnc2c(cc(-c3ccccc3)n2-c2ccccc2)c1=O)Nc1ccccc1	96	79	102	96	113	106	102	87	100

The closing seven compounds of the part before come first, to join the parts:
SMILES	NCI-H23	NCI-H522	HT29	NCI-H226	NCI-H322M	RXF 393	COLO 205	A498	NCI-H460
COc1cccc2cc3c(nc12)CC(C(F)(F)F)CC3=O (stereo unspecified)	103	104	109	103	98	125	112	109	106
Cc1ccc2c(N)c(C(=O)Nc3ccc(B(O)O)cc3)sc2n1	53	87	61	59	98	72	77	166	68
Cc1c(-c2ccccc2)oc2c(C(=O)OCCN3CCCCC3)cccc2c1=O	98	104	102	102	129	119	104	83	112
O=C(N/N=C/c1ccc(B(O)O)s1)c1[nH]c2ccc(Br)cc2c1-c1ccccc1	-95*	-83*	-63*	-45*	-79*	-94*	-82*	-88*	-76*
O=C(NCc1ccccc1C(F)(F)F)C1CSC2c3ccccc3C(=O)N12 (stereo unspecified)	105	78	92	95	103	115	·	98	·
CC1(C)CC[C@]2(CO)CC[C@]3(C)[C@H](CC[C@@H]4[C@@]5(C)CCCNC(C)(C)[C@@H]5CC[C@]43C)[C@H]2[C@H]1O	88	92	18	103	94	92	0.6*	93	12
O=C(Cn1cnc2c(cc(-c3ccccc3)n2-c2ccccc2)c1=O)Nc1ccccc1	96	79	102	96	113	106	102	87	100
CC(C)[C@@H]1CC[C@@H](C)C[C@H]1OC(=O)c1ccc(N)cc1	99	64	87	99	87	108	105	89	101
C/C(=C\c1cnc(C)s1)[C@@H]1C[C@@H]2O[C@@H]2CCC[C@H](C)[C@H](O)[C@@H](C)C(=O)C(C)(C)[C@@H](O)CC(=O)O1	32	-2.2*	8.9*	85	26	18	-8.6*	5.0*	15
c1ccc(C2=Nc3ccccc3N=C(c3ccccc3)c3ccccc32)cc1	94	94	100	·	97	144	105	108	109
CCC(=O)Oc1cccc(C(OC(=O)CC)OC(=O)CC)c1	100	71	85	105	98	121	125	107	111
Cc1nc2ccccc2c(/C=C/c2ccccc2)c1C(N)=O	112	91	109	·	108	103	118	88	111
CS(=O)(=O)c1ncc(-c2ccccc2)cn1	96	86	105	101	91	106	108	87	108
N#Cc1c(-c2ccccc2)cc(-c2ccc(Nc3nc(Nc4ccc(Cl)cc4)nc(Nc4ccc(Cl)cc4)n3)cc2)nc1N	39	81	9.9*	-23*	87	-44*	-25*	82	48
CC(C)C[C@H](NC(=O)CSc1nnc(-c2ccc(NC(=O)c3cccnc3)cc2)o1)C(=O)O	97	89	103	101	109	110	104	104	107
N#Cc1c(-c2ccc(Cl)cc2)nc(SC(=O)c2ccc([N+](=O)[O-])cc2)[nH]c1=O	107	97	101	90	98	102	108	99	107
Nc1nc(-c2ccc(F)cc2)cc(-c2cnn(-c3ccccc3)n2)n1	99	82	94	105	94	97	105	86	103
CCCN1C2CCC1/C(=C\c1ccccc1)C1=C2[C@@H](c2ccccc2)C(C#N)=C(N)O1 (stereo partly specified)	94	85	93	103	93	101	102	87	95
C[C@@H]1CCCN1Cc1nc2ccc(NC(=O)c3ccc4c(cnn4C)c3)cc2[nH]1	107	96	102	87	103	111	107	105	108
CC(=O)c1cc(C(=O)c2ccc3c(c2)Sc2ccccc2N3)c2cccc(C)n12	85	71	89	103	101	102	117	106	86
COc1ccc2cc(-c3cn(CCCCCc4ccc(/C=C/C(=O)c5cc(Cl)ccc5O)cc4OC)nn3)ccc2c1	86	101	114	88	·	99	107	95	100
CC1(c2nc3ccccc3cc2C#N)OCCO1	91	99	106	92	·	101	102	105	100
Cc1ccc(S(=O)(=O)O[C@H]2CCCC[C@H]2OS(=O)(=O)c2ccc(C)cc2)cc1	97	72	103	88	95	109	151	·	·
